# Bioassay records: PubChem BioAssay, NMMLSC
# RGS8-Gao – RGS8-Galphao binding modulators, primary screen, biochemical, multiplexed bead flow cytometry; Guanine nucleotide-binding protein G(o) subunit alpha (Homo sapiens), P09471; actives lie on both sides; response (percent of control binding), % at 10 µM; 220,000 tested, 0.34% active; in the data active means response below about 60% or above about 140%; inactive means in between;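 further: Galphao activated as the GDP aluminium fluoride complex binding bead-coupled RGS8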
# Bcl-B Bim block – inhibitors of Bim-Bcl-B binding, primary screen, biochemical, multiplexed, human Bcl-2 family; 190,000 tested, 0.073% active; inhibition, % at 10 µM; AID 951, 2007; Bcl-2-like protein 10 (Homo sapiens), Q9HD36; bead-based flow cytometry, Bim peptide-Bcl-B binding;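 further: 0% = tracer peptide without compound and 100% = reference inhibitor peptide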
# Target sequence (Q9HD36 whole entry, looked up): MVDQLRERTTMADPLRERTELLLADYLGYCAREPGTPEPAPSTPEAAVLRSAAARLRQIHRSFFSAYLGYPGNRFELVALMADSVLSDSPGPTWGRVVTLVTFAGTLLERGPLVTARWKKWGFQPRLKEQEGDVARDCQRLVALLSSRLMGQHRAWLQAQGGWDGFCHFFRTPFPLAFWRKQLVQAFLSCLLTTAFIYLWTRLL
# RGS7-Gao – RGS7-Galphao binding modulators, primary screen, biochemical, multiplexed bead flow cytometry; actives lie on both sides; AID 1439, 2008; Guanine nucleotide-binding protein G(o) subunit alpha (Homo sapiens), P09471; 220,000 tested, 0.35% active; binding response (% of control), % at 10 µM; in the data active means binding response below about 49% or above about 150%; inconclusive means no clear call, values can overlap the other calls; inactive means in between;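 further: fluorescent Galphao held in activated GDP-AlF4 state binding bead-coupled RGS7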
# Bim-Bfl-1 – inhibitors of Bim binding to Bfl-1, primary screen, biochemical, multiplexed, bead-based flow cytometry; Bcl-2-related protein A1 (Homo sapiens), Q16548; Bim-Bfl-1 binding inhibition; inhibition, % at 10 µM; 190,000 tested, 0.12% active;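 further: 0% = wells without compound plus tracer and 100% = blocker peptide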
# ABCG2 block – ABCG2 efflux pump inhibitors, primary screen, multiplex with ABCB1, IgMXP3 cells, flow cytometry. JC-1 efflux. 190,000 tested, 0.1% active. AID 1325, 2008. inhibition, % at 6.6 µM. Broad substrate specificity ATP-binding cassette transporter ABCG2 (Homo sapiens), Q9UNQ0;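 active means inhibition above 80%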;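 further: 0% = DMSO and 100% = nicardipine control wells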
# Target sequence (Q9UNQ0 whole entry, looked up): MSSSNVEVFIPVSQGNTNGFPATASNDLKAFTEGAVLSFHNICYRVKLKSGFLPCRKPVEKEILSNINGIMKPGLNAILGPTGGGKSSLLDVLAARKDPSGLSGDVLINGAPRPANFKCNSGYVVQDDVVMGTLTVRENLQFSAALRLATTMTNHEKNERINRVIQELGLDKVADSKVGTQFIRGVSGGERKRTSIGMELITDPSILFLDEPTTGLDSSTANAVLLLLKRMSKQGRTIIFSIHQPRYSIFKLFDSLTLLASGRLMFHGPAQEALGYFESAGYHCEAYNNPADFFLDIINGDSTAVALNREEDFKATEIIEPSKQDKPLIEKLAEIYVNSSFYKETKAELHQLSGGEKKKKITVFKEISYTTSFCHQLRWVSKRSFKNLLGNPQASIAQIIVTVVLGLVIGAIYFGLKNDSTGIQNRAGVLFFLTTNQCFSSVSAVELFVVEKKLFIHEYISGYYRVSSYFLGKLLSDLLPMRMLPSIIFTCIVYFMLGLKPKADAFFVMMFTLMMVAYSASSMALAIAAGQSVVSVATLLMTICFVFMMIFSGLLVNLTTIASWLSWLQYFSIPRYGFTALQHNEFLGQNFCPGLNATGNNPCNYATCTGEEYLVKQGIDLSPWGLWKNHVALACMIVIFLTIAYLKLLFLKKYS
#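 Test system: ABCG2 IgMXP3 and barcoded ABCB1 CCRF-Adr cell mix; Schedule: cells with compound and JC-1, 10 min at 25 °C, rotating, no wash; Technique: flow cytometry of retained JC-1 fluorescence; Measure: % inhibition of efflux relative to nicardipine and DMSO; Controls: nicardipine high and DMSO low controls.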
# ABCB1 inh – ABCB1 efflux pump inhibitors, primary screen, cell-based, multiplex, flow cytometry, ABCG2 counter-screen. 190,000 tested, 0.067% active. CCRF-Adr cells, JC-1 efflux. AID 1326, 2008. inhibition, % at 6.6 µM; in the data active means inhibition above about 40%;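 further: 0% = vehicle and 100% = reference inhibitor; higher value means more JC-1 retained so stronger ABCB1 efflux block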
# Bcl-XL Bim block – inhibitors of Bim-Bcl-XL binding, primary screen, biochemical, multiplexed, bead flow cytometry, human Bcl-XL; 190,000 tested, 0.04% active; Bim peptide-Bcl-XL binding, fluorescence; inhibition, % at 10 µM; Bcl-2-like protein 1 (Homo sapiens), Q07817
# Target sequence (Q07817 whole entry, looked up): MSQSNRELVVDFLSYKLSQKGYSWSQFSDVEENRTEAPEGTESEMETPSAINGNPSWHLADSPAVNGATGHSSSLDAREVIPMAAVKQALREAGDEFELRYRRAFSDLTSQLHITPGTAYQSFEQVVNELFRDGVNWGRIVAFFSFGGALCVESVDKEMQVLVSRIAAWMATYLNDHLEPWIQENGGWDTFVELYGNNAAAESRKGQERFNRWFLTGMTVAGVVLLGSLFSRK
# Bcl-W Bim block – inhibitors of Bim binding to Bcl-W, primary screen, biochemical, multiplexed, bead-based flow cytometry; Bcl-2-like protein 2 (Homo sapiens), Q92843; 190,000 tested, 0.02% active; inhibition, % at 10 µM; Bim peptide-Bcl-W binding;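 further: 0% = bound tracer without compound and 100% = peptide blocker; higher means less fluorescent Bim peptide bound to Bcl-W beads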
# Bim-Mcl-1 – inhibitors of Bim peptide binding to Mcl-1, primary screen, biochemical, bead-based flow cytometry, multiplex. Induced myeloid leukemia cell differentiation protein Mcl-1 (Homo sapiens), Q07820. 190,000 tested, 0.1% active. Bim peptide-Mcl-1 binding. inhibition, % at 10 µM. AID 1009, 2008;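 further: 0% = no compound tracer wells and 100% = peptide blocker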
# RGS4-Gao reg – modulators of RGS4 binding to Galphao, primary screen, biochemical, multiplexed bead flow cytometry; Guanine nucleotide-binding protein G(o) subunit alpha (Homo sapiens), P09471; actives lie on both sides; binding response (% of control), % at 10 µM; 220,000 tested, 0.33% active; AID 1415, 2008; in the data active means binding response below about 49% or above about 150%; inactive means in between;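 further: fluorescent Galphao activated with aluminum fluoride binding bead-coupled RGS4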
# Bim-Bcl-2 – inhibitors of Bim-Bcl-2 binding, primary screen, biochemical, multiplexed, human Bcl-2 family; Apoptosis regulator Bcl-2 (Homo sapiens), P10415; Bead-based flow cytometry, Bim peptide-Bcl-2 binding; inhibition, % at 10 µM; 190,000 tested, 0.06% active; AID 950, 2007; in the data active means inhibition above about 40%; inconclusive means no clear call, values can overlap the other calls;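 further: 0% = no compound wells with probe peptide and 100% = reference peptide inhibitor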
# Active calls of the source: *; ? = inconclusive; · = no result given. Unless noted, no stated cut-off is given here; in the data, active means inhibition above about 40%. Hits appear at their usual frequency; overall some 0.94% were active at least once.
SMILES,RGS8-Gao,Bcl-B Bim block,RGS7-Gao,Bim-Bfl-1,ABCG2 block,ABCB1 inh,Bcl-XL Bim block,Bcl-W Bim block,Bim-Mcl-1,RGS4-Gao reg,Bim-Bcl-2
O=C(CCc1nc2ccccc2[nH]c1=O)N/N=C/c1ccccc1,103,-4,100,-5,10,0.6,0,-2,0,98,0
CC(C)(C)C(=O)Nc1cc(C(F)(F)F)ccc1-n1ccnc1,103,-3,?,-4,4,-0.1,0,1,-2,100,-1
Cc1ccccc1C1NC(=S)NC2=C1C(=O)CC(C)(C)C2 (stereo unspecified),105,-15,105,0,7,0.9,-4,-4,-1,99,-5
COCC(C)NC(=O)C(C)Oc1ccccc1 (stereo unspecified),102,-2,99,-3,2,0.2,-4,-2,-2,98,0
O=C(NCCN1C(=O)S/C(=C\c2cccnc2)C1=O)c1cccc(OC(F)F)c1,100,-14,97,0,26,0.0,-4,-1,-4,98,-2
O=C(c1ccccc1)c1ccc(O)cc1O,104,-3,101,-6,0,0.0,0,-2,1,100,-3
Cc1cccc(NC(=O)c2cnc3ccccn3c2=O)c1,99,-5,98,-9,5,0.1,0,0,0,99,-9
Cc1noc(C)c1C(=O)OCC(=O)Nc1ccccc1C(=O)NC(C)c1ccccc1 (stereo unspecified),102,-8,97,-1,0,0.5,-9,-1,-4,100,-1
CC1(C)CC(=O)C(C(=O)CCCCC(=O)C2C(=O)CC(C)(C)CC2=O)C(=O)C1,106,-9,98,-12,1,0.1,-5,0,0,104,-8
CCc1nnc(NC(=O)[C@@H]2CCCN2S(=O)(=O)c2ccc3c(c2)OCCO3)s1,95,-1,94,0,9,2.4,-4,-4,-4,93,1
Fc1ccc(CSc2nsc(SCc3ccc(F)cc3)n2)cc1,91,-3,97,0,1,0.3,-3,-4,-1,87,0
O=C(N/N=C/c1ccc(COc2ccc(Br)cc2)o1)c1ccco1,104,-3,100,0,11,2.5,-2,0,-1,100,1
COC(=O)C1=C(C)N(Cc2ccccc2)C(=O)N[C@H]1c1ccccc1,84,1,96,2,8,1.8,-3,1,0,93,0
CCc1nn(C)c(N)c1C,103,-3,101,-5,1,0.8,-4,0,-1,99,-2
Nc1cc(=O)[nH]c(SCC(=O)Nc2ccccc2Sc2ccc(Cl)cc2)n1,92,-9,92,-9,1,0.1,-6,-1,-3,91,-2
COCCNC(=O)c1nn(-c2cc(OC)cc(OC)c2)c(=O)c2ccccc12,101,4,103,2,49,2.5,9,5,7,104,3
Cc1cc(N)n(-c2cc(C)c3ccccc3n2)n1,106,-13,106,-7,3,0.8,-8,-2,-4,104,-1
C=CCc1cc(C=O)cc(OCC)c1OCc1ccc(Cl)cc1,102,-8,102,-10,14,0.6,-7,-5,-3,104,-5
Cc1ccc2oc(-c3ccc(C)c(NC(=S)NC(=O)c4cccs4)c3)nc2c1,96,-6,101,-2,5,1.1,-4,-3,-4,101,-7
C=CCOC(=O)Nc1ccc(Cl)cc1NC(=O)OCC=C,101,-10,100,-20,6,-0.1,-7,-4,-6,101,-12
Nc1c(C(=O)NCc2ccccc2)sc2nc3c(cc12)C(=O)CCC3,98,-3,96,-2,-1,-5.9,-2,1,-1,100,2
N#C/C(=C(/O)C(Cl)c1ccccc1)c1nc2ccccc2s1 (stereo unspecified),106,-2,107,-13,-3,-0.4,-6,1,3,109,-6
COc1cc(CNCCc2ccccc2F)ccc1OCc1ccc(Cl)nc1,124,-6,142,-6,37,3.2,-9,-2,-6,124,-4
C=CCNS(=O)(=O)c1sccc1/C=N/O,101,-13,101,-23,2,0.4,-11,-3,-7,100,-13
CCOc1ccccc1N(CC(=O)O)S(=O)(=O)c1ccc(C)cc1,97,-6,89,-10,2,0.4,10,0,0,93,-8

# Additional structures follow.
SMILES,RGS8-Gao,Bcl-B Bim block,RGS7-Gao,Bim-Bfl-1,ABCG2 block,ABCB1 inh,Bcl-XL Bim block,Bcl-W Bim block,Bim-Mcl-1,RGS4-Gao reg,Bim-Bcl-2
Cc1cc(C(=O)CN2C(=O)NC3(CCCc4ccccc43)C2=O)c(C)n1Cc1ccco1 (stereo unspecified),102,-11,97,-15,5,3.1,-2,-2,-1,97,-8
CCC(C)(C)NC(=O)C(c1cccn1C)N(C(=O)Cn1nnc2ccccc21)c1ccc(F)cc1 (stereo unspecified),100,-4,104,-12,3,0.9,-3,1,0,102,-8
CCn1c(CNC(=O)c2cccc(C)c2)nnc1SCC(=O)NC1CCCCC1C (stereo unspecified),99,0,99,0,0,-0.1,0,-1,-1,102,-3
Cc1ccc(OCCN2CCN(C)CC2)c([N+](=O)[O-])c1,101,-5,96,-4,4,0.6,-4,-1,-1,99,-4
Cc1ccc(Nc2nc(NCCCN3CCOCC3)nc(N)c2[N+](=O)[O-])cc1,118,-4,107,-2,18,4.2,-8,-7,-3,107,-2
Cn1c(=O)[nH]c(=O)c2c1nc(N1CCOCC1)n2CCc1ccccc1,95,-2,88,-7,3,0.2,-6,-5,-3,89,0
Cc1ccc(C(=O)Nc2nnc(-c3ccncc3)s2)o1,100,-1,93,-1,11,-0.3,-3,0,-1,98,1
Cc1c(NC(=O)c2ccc3c4c(cccc24)CC3)c(=O)n(-c2ccccc2)n1C,99,-4,96,-10,·,·,0,5,1,99,0
CCOC(=O)c1cnn(-c2c(Cc3ccccc3)c(C)nc3c(-c4ccccc4)c(C)nn23)c1N,106,-6,103,-9,2,0.6,-8,0,-3,106,-9
CCOc1cccc(/C=C/C(=O)O)c1,100,-4,96,-3,9,2.6,-4,1,3,95,-2
COc1cccc(C(=O)NC2CCSC2=O)c1 (stereo unspecified),100,-2,100,-5,5,1.7,0,1,3,99,-5
CC1=CC(C)(C)Nc2ccc(OC(=O)CN3C(=O)c4ccccc4C3=O)cc21,102,-8,103,-12,8,2.3,-4,-3,-3,99,-9
N/C(=N\OC(=O)c1cccs1)c1cccc(Br)c1,102,-3,?,-5,33,0.5,-1,-1,-1,102,-4
Cc1ccc(C)c(Nc2ncccc2C(=O)NCc2cccs2)c1,95,-3,101,0,23,0.0,-2,1,0,98,3
O=C(O)c1ccccc1P(=O)(c1ccccc1)c1ccccc1,98,-3,96,-4,1,0.4,-2,-6,-1,96,-2
Cc1nnc(SCC(=O)OC2CC(C)CCC2C(C)C)[nH]c1=O (stereo unspecified),100,-9,98,-11,4,0.5,-6,1,-1,99,-10
Cc1ccccc1Cn1cc(NC(=O)CCCn2nc([N+](=O)[O-])cc2C)cn1,102,-2,102,-3,3,0.4,0,2,2,105,0
COc1ccc(OCC(O)Cn2c(Br)nc3c2c(=O)[nH]c(=O)n3C)cc1 (stereo unspecified),103,1,101,0,1,0.2,-1,-1,-2,101,-2
O=C(Nc1cccc(Cn2cccn2)c1)c1cc2c(s1)CCCC2,100,0,97,3,3,1.0,-5,0,-1,96,1
CSc1nc2nc(-c3ccccc3)cc(=O)n2[nH]1,102,-6,100,-7,0,0.0,-7,3,5,102,-3
CC(C)N(C(=O)CN1C(=O)C(=O)c2ccccc21)c1ccccc1,97,3,101,1,1,0.6,0,-3,0,102,0
Cc1nnc(NC(=O)C(C)Oc2ccc3c(C)cc(=O)oc3c2)s1 (stereo unspecified),102,-7,100,-17,6,-0.5,-7,0,-2,101,-10
COc1ccc(CCN2C(=O)CC(Cc3cccc(C)c3)C2=O)cc1OC (stereo unspecified),84,-1,91,1,1,0.7,-1,-2,-1,94,-1
COc1ccccc1NC(=O)c1cccc(NC(=O)c2ccco2)c1,100,-6,96,-2,1,0.2,0,-2,-1,100,0
Cc1cc(C)nc(SCc2nnc(SCC(=O)Nc3ccccc3C)n2Cc2ccco2)n1,95,-5,102,-2,2,2.0,-1,0,-2,96,0

# (more compounds)
SMILES,RGS8-Gao,Bcl-B Bim block,RGS7-Gao,Bim-Bfl-1,ABCG2 block,ABCB1 inh,Bcl-XL Bim block,Bcl-W Bim block,Bim-Mcl-1,RGS4-Gao reg,Bim-Bcl-2
CCN(CC(=O)NCc1ccc(F)cc1)CC(=O)Nc1ccccc1-c1ccccc1,97,-2,100,-6,17,0.9,0,1,0,95,-1
CCNC(=O)CC1C(=O)N(c2ccc(F)cc2)C(=O)N1CCc1ccc(OC)cc1 (stereo unspecified),99,-2,103,-3,3,0.9,-1,-1,-2,99,-4
O=C(Cc1ccc(Cl)cc1)Nc1ccncc1,102,-3,108,-7,7,1.0,-3,0,-3,105,-3
C/C(=N\NC(=O)Cc1cccc2ccccc12)c1ccncc1,100,-6,97,-14,10,0.5,-6,-2,-3,99,-6
CC1=NN(c2ccccc2)C(=O)/C1=C/C=C/c1ccc(N(C)C)cc1,109,0,111,-4,0,-0.5,2,0,2,112,-1
COc1ccc(/C(O)=C2/C(=O)C(=O)N(CCN(C)C)C2c2cccnc2)cc1C (stereo unspecified),99,-3,93,-6,1,0.0,-2,-2,0,93,0
O=C1N/C(=N\c2ccccn2)SC1Cc1ccc(Cl)cc1 (stereo unspecified),101,-1,102,-6,7,0.8,-1,0,-2,100,0
COc1ccccc1CNC(=O)C(=O)NCC1OCCN1C(=O)c1cccs1 (stereo unspecified),102,-8,103,0,-4,0.2,-5,-6,-3,101,-5
Cc1ccc(/C=C/C(=O)N2CCCC(C)C2)cc1 (stereo unspecified),97,-1,95,-1,7,0.8,-2,-1,-4,99,2
CC1CCN(CC(C)CNC(=O)c2cc(-c3ccccn3)nc3ccccc23)CC1 (stereo unspecified),97,-3,99,-11,2,1.6,1,1,1,97,-5
CC(C)=NNc1nc2sc3c(c2c(=O)[nH]1)CC(C)(C)OC3,104,-8,100,-2,8,0.3,-7,-5,-4,104,0
O=C(COC(=O)CN1C(=O)c2ccccc2C1=O)Nc1ncc(Cl)cc1Cl,97,-9,99,-8,-1,-3.1,-4,-3,-2,96,-13
O=C(CSc1ccccn1)N/N=C/c1cccc([N+](=O)[O-])c1,106,-5,108,-3,20,0.7,-5,-8,-10,106,-5

# Shown with tabs: entries from further up.
canonical_smiles	RGS8-Gao	Bcl-B Bim block	RGS7-Gao	Bim-Bfl-1	ABCG2 block	ABCB1 inh	Bcl-XL Bim block	Bcl-W Bim block	Bim-Mcl-1	RGS4-Gao reg	Bim-Bcl-2
C/C(=N\NC(=O)Cc1cccc2ccccc12)c1ccncc1	100	-6	97	-14	10	0.5	-6	-2	-3	99	-6
CC1=NN(c2ccccc2)C(=O)/C1=C/C=C/c1ccc(N(C)C)cc1	109	0	111	-4	0	-0.5	2	0	2	112	-1
COc1ccc(/C(O)=C2/C(=O)C(=O)N(CCN(C)C)C2c2cccnc2)cc1C (stereo unspecified)	99	-3	93	-6	1	0.0	-2	-2	0	93	0
